Compound activity (PubChem)
14-3-3g Raf – alters human 14-3-3 gamma binding to Raf peptide | actives 0.19% (n = 160,000) | AID 422 | inhibition, % at 40 µM | FP, 14-3-3gamma / TMR-pS259-Raf peptide binding; in the data active = inhibition above about 30%;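 also: 0% = protein plus tracer without compound and 100% = blank with tracer alone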
Target sequence (P61981 whole entry, looked up): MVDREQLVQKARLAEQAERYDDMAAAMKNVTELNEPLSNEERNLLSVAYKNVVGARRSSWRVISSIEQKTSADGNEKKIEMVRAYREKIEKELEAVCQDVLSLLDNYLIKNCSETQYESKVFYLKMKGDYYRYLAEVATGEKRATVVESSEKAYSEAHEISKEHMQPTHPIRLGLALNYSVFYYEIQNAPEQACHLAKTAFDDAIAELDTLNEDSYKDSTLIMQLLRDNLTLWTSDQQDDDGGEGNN
* hit, by the source's call; & = joins results of further samples. A portion of the library, so the mix of outcomes need not match the whole.

canonical_smiles	14-3-3g Raf
O=C(CCCn1c2ccccc2c(=O)c2ccccc21)NCc1ccc(F)cc1	-16.6
CCOC(=O)c1cnc2cc(C(F)(F)F)ccc2c1Nc1ccc(C(C)C)cc1	-6.4
CCN1C(=S)OC(=CN(C(C)=O)c2ccccc2)C1=S	-54.0
NC(=O)c1cc2c(ccc3ccccc32)oc1=Nc1cc(C(F)(F)F)ccc1N1CCCCC1	-1.9
CCN(CC)CCCN1C(=O)C(=O)/C(=C(/O)c2ccccc2)C1c1cc(OC)ccc1OC (stereo unspecified)	-3.0
COc1ccc(N2CCN(S(=O)(=O)c3ccc(Br)s3)CC2)cc1	-0.7
N#Cc1c(N=Cc2c(O)ccc3ccccc23)sc2c1CCCC2	-2.3
CN1C(=O)CSc2ccc(NC(=O)NCCC3=CCCCC3)cc21	-21.6
Cc1ccccc1NC(=O)c1cc2c(=O)n3ccccc3nc2s1	1.0
CCc1nnc(NC(=O)CSc2ncc(-c3ccccc3)n2CC)s1	-6.5
C=CCn1c(SCC(=O)Nc2c(C)cccc2C)nnc1-c1ccc2[nH]c(C)c(C)c2c1	-3.6
COc1ccccc1CNCCCCCCNCCCCCCCCNCCCCCCNCc1ccccc1OC	-0.3
COc1cc(C(=O)Nc2nc(-c3ccc(C)cc3)c(C)s2)c(Br)c(OC)c1OC	-6.0
COCCn1c(SCC(=O)N2CCCC2)nnc1-c1ccoc1C	-3.8
Clc1ccc(C2=Nn3c(nnc3-c3n[nH]c4c3CCC4)SC2)cc1	-8.8
O=C(Nc1ccc(O)cc1C(=O)O)c1cccc(Br)c1	-7.2
COCCNC(=O)CCn1nc(-c2ccc(C)cc2)ccc1=O	3.0
O=C(Cn1c2c(c(-c3ccccc3)cc1=O)CCCC2)N1CCCCCC1	2.1
CCCCN1C(=O)C(O)(CC(=O)c2ccc(C(C)(C)C)cc2)c2ccccc21 (stereo unspecified)	2.5
Cc1ccc(CNC(=O)CCCn2c(=O)c3sccc3n(Cc3ccc([N+](=O)[O-])cc3)c2=O)cc1	-0.5
Cn1c(C(O)c2ccc3c(c2)OCO3)nc2ccccc21 (stereo unspecified)	-8.0
CCOc1ccc(NC(=O)C2CC3CCCC(C2)C3=O)cc1 (stereo unspecified)	-2.3
O=C1c2ccccc2C(=O)N1c1ccc2[nH]c(=S)sc2c1	-9.2
c1ccc(C2=NC(c3ccccc3)c3c(ccc4ccccc34)N2)cc1 (stereo unspecified)	-7.3
COCCn1c(=S)[nH]c2cc3ccccc3cc2c1=O	-9.5
COc1ccc(S(=O)(=O)N2CCCN(CC(=O)Nc3ccc(N(C)C)cc3)CC2)cc1	-0.9
CCOC(=O)N1CCN(S(=O)(=O)c2cccc3nsnc23)CC1	-1.2
COC(=O)C1C(=O)C2=C(CC1C)NC(C)=C(C(=O)OC(C)C)C2c1cccc(OC)c1 (stereo unspecified)	-9.8
Brc1cccc(-c2nc3ccccn3c2Nc2ccc3c(c2)OCCO3)c1	-8.9
O=C(Nc1ccccc1)c1ccc2c(c1)C(=O)N(CCC1=CCCCC1)C2=O	-1.5
COC(=O)c1c(C(=O)OC)c2oc3ccccc3n2c1Cl	-7.3
Oc1ccc(C2Nc3ccccc3-c3nnc(SCc4ccc(Cl)cc4)nc3O2)cc1O (stereo unspecified)	-9.1
CCN(Cc1ccccc1)C(=O)CC1Oc2ccccc2NC1=O (stereo unspecified)	-4.8
COc1cc2nc(C=Cc3ccc(F)cc3)n(-c3ccc(C)cc3)c(=O)c2cc1OC	3.7
CCOC(=O)c1c(N=Cc2ccccc2O)sc(C)c1C	28.6
Cc1ccc(S(=O)(=O)N2CCCC2C(=O)N(C)Cc2cccs2)cc1 (stereo unspecified)	0.2
O=C1c2cccc3cccc(c23)C(=O)N1c1cccnc1	-7.3
CCC(=O)N1c2ccccc2NC2=C(C(=O)CC(C)(C)C2)C1c1cccnc1 (stereo unspecified)	2.0
COc1cccc(NC(=O)CSc2nnc(-c3cc(C)n(-c4ccccc4)c3C)o2)c1	-25.3
O=S(=O)(CCc1ccccc1)/N=C/c1cccs1	-3.0

An excerpt of these results, with values ahead of the structure:
14-3-3g Raf	canonical_smiles
-2.3	N#Cc1c(N=Cc2c(O)ccc3ccccc23)sc2c1CCCC2
-21.6	CN1C(=O)CSc2ccc(NC(=O)NCCC3=CCCCC3)cc21
1.0	Cc1ccccc1NC(=O)c1cc2c(=O)n3ccccc3nc2s1
-6.5	CCc1nnc(NC(=O)CSc2ncc(-c3ccccc3)n2CC)s1
-3.6	C=CCn1c(SCC(=O)Nc2c(C)cccc2C)nnc1-c1ccc2[nH]c(C)c(C)c2c1
-0.3	COc1ccccc1CNCCCCCCNCCCCCCCCNCCCCCCNCc1ccccc1OC
-6.0	COc1cc(C(=O)Nc2nc(-c3ccc(C)cc3)c(C)s2)c(Br)c(OC)c1OC

(listing goes on)
canonical_smiles	14-3-3g Raf
CC1CCN(C(=O)CSc2nc3c(cnn3-c3ccc(F)cc3)c(=O)[nH]2)CC1	-13.1
Cc1[nH]c2ccc(Cl)cc2c(=O)c1CN1CC2(C)CC1CC(C)(C)C2 (stereo unspecified)	-11.3
Cc1ccccc1C(=O)Nc1cc2cc([N+](=O)[O-])ccc2oc1=O	7.7
CCn1cc(C(C)(C)C)c(C#N)c1NC(C)=O	-5.9&1.7
O=C(Nc1cccc(C(F)(F)F)c1)c1scc2c1CCCC2	-4.4
CCOc1cc(CNc2ncnc3nc[nH]c23)ccc1OC	-0.6
COc1cc(C=Nc2ccc(C(C)=O)cc2)cc(OC)c1OC	-2.7
C=CCn1c(N)c(C(=O)Nc2ccccc2OC)sc1=S	8.3
COc1cc(C2C3=C(CCCC3=O)N(c3cc([N+](=O)[O-])ccc3C)C(=N)/C2=C(/O)c2ccccc2)cc(OC)c1OC (stereo unspecified)	-11.0
CC(C)CN(CC(C)C)S(=O)(=O)N1CCC(C(=O)N2CCOCC2)CC1	-3.2
C(=Cc1ccccc1)CSc1ncnc2c1oc1ccccc12	-8.6
CCOC(=O)C1=C(C)NC2=C(C(=O)CC(c3ccc(Cl)cc3)C2)C1c1ccc(OC)cc1 (stereo unspecified)	-4.6
CCOC(=O)Cn1cnc2c(nnn2-c2ccc(C)cc2)c1=O	-5.4
CCn1cc(SCC(=O)NCC2CCCO2)c2ccccc21 (stereo unspecified)	-2.4
CCN(CC)CC(=O)Nc1c2c(nc3ccccc13)CCCC2	-18.5
COc1ccc(C(=O)c2ccc(N3CCN(C4CC(=O)NC4=O)CC3)cc2)cc1F (stereo unspecified)	-4.8
Cc1ccc2nc(-c3ccccn3)cc(C(=O)NC3CCN(C)CC3)c2c1	-15.4
COc1ccc(-c2nnc(CSc3ncnc4sc5c(c34)CCC5)o2)cc1OC	-22.2
Nc1ncc(-c2cc3ccccc3oc2=O)s1	-8.3&-8.7
Cc1nc(SCc2ccccc2)c(C(F)(F)F)c(=O)[nH]1	-5.2
CCOC(=O)c1cc(-c2cccs2)nn1CCC#N	-1.9
CC(C)CC(=O)Nc1ccccc1N1CCCC1	11.6
CC(=O)Nc1ccc(S(=O)(=O)Nc2nnc(C3CCCCC3)s2)cc1	-3.7&2.8
Cc1cccc(CN2CCC(CNC(=O)CCc3nc(-c4ccccc4F)no3)CC2)c1	1.3
Cc1ccc(-c2ccc(=O)n(CCC(=O)NC(C)C)n2)cc1	-15.1
CCSCCNC(=O)c1cc(-n2cnnc2)ccc1Cl	0.2
CCOCCCN1C(=O)CN(C2CCCCC2)C(=O)C1c1ccc(OC)c(OC)c1 (stereo unspecified)	-3.8
CCOc1ccc(NC(=O)C(C)Sc2nnc(C)n2C)cc1 (stereo unspecified)	-0.1
CCOC(=O)C(Cl)Cc1cccc([N+](=O)[O-])c1 (stereo unspecified)	7.4
CN(C)CCCn1c(-c2ccc([N+](=O)[O-])cc2)csc1=Nc1ccccc1	-4.5
Cc1ccc(C(=O)OCc2cn3ccccc3n2)cc1	-4.5
O=C(NCc1ccc(Cl)cc1)c1ccc2c(=O)n(-c3ccccc3)c(=O)[nH]c2c1	-0.9
CCOC(=O)c1ccc(-c2nnc(-c3cccc(F)c3)o2)cc1	-6.0
CCN(CC)CCCC(C)NC1=NCCCCC1 (stereo unspecified)	-5.5
Cc1cc(C)n(-c2ccc(C(=O)NCc3ccc4c(c3)OCO4)cc2)n1	-7.4
Cc1ccc(Cn2c(SCC(N)=O)nc3c2c(=O)n(C)c(=O)n3C)cc1	-3.5
O=c1c2ccccc2nc(SCc2nc3ccccc3s2)n1Cc1ccco1	-4.2
NC(=O)C(c1ccccc1)C1CCCC1 (stereo unspecified)	-1.8
CC(=O)Nc1cccc(Oc2ccc(-c3noc(C)n3)cc2)c1	-13.9
CCOc1ccc(-n2c(=O)c3c4c(sc3n(CC(=O)N3CCCCC3CC)c2=O)CCC4)cc1 (stereo unspecified)	-3.9

Sorted by SMILES length (ascending): some entries from above.
canonical_smiles	14-3-3g Raf
NC(=O)C(c1ccccc1)C1CCCC1 (stereo unspecified)	-1.8
CCN(CC)CCCC(C)NC1=NCCCCC1 (stereo unspecified)	-5.5
Cc1ccc(C(=O)OCc2cn3ccccc3n2)cc1	-4.5
CCOc1ccc(NC(=O)C(C)Sc2nnc(C)n2C)cc1 (stereo unspecified)	-0.1
Cc1cccc(CN2CCC(CNC(=O)CCc3nc(-c4ccccc4F)no3)CC2)c1	1.3
O=C(NCc1ccc(Cl)cc1)c1ccc2c(=O)n(-c3ccccc3)c(=O)[nH]c2c1	-0.9

Next section.
structure,14-3-3g Raf
CCOC(=O)c1c(-c2ccccc2)csc1NC(=O)c1ccoc1C,-58.3
Cc1ccc(-n2c(C=Cc3cc4c(cc3[N+](=O)[O-])OCO4)nc3ccccc3c2=O)cc1,5.9
CCCCNC(=O)CCn1c(=O)c2ccccc2n(Cc2cccc(Cl)c2)c1=O,-1.0
COc1ccc(-c2cc3ncc(-c4ccccc4)c(N)n3n2)cc1,-31.7
Cc1ccc2nc(-c3ccsc3)c(Nc3ccccc3C)n2c1,-0.2
O=S(=O)(Nc1ccc2oc3c(c2c1)CCCC3)c1ccc(Br)cc1,-16.6
Cc1ccc(CCNC(=O)CN2CCN(Cc3ccccc3F)C2=O)cc1,-1.6
Cn1ccnc1Sc1nnnn1-c1ccccc1,-0.5
COc1ccc(-n2c(=O)c3ccccc3n(Cc3ccccc3Cl)c2=O)cc1,0.3
CN(C)c1ccc(C(=O)Nc2nc3ccc4ccccc4c3s2)cc1,5.6
CC(C)CCNC(=O)CSc1cc(=O)n(C)c2ccccc12,4.7
COc1ccc(S(=O)(=O)N(CC(=O)Nc2ccccc2C)c2ccc(C)cc2)cc1,-13.8
CCN1C(=O)N(C)C2(c3ccccc3)N(C)C(=O)N(C)C12c1ccccc1 (stereo unspecified),-5.5
CSc1nc2c(c(=O)n(C)c(=O)n2C)n1C,22.1
CC(=O)N1CCc2cc(Br)cc(S(=O)(=O)Nc3ccc(Cl)cc3)c21,-23.0
Cn1cnc2ccc([N+](=O)[O-])cc2c1=O,3.3
CCOC(=O)C1CCN(C(=O)c2sc3ncnc(N4CCC(C)CC4)c3c2C)CC1,-6.1
COC(=O)c1c(-c2ccc(OC)c(OC)c2)csc1N,-34.1
CCCCOC(=O)C1=C(C)Nc2ncnn2C1c1ccc(OC)c(OC)c1OC (stereo unspecified),-0.9
CC(C)N(C(=O)COc1ccc(Br)cc1Cl)C(C)C,4.5
CCOc1cccc2c1OC1(C)CC2NC(=O)N1Cc1ccccc1 (stereo unspecified),-0.9
COc1cc2[nH]c3c(N4CCN(c5ccccn5)CC4)ncnc3c2cc1OC,-8.9
CCOC(=O)c1cnc2c(C)cc(C)cc2c1Nc1cccc([N+](=O)[O-])c1,-7.0
COc1ccccc1-c1nc2n(n1)C(c1ccccc1Cl)C(C(N)=O)=C(C)N2 (stereo unspecified),-3.8
Cc1cccn2c(=O)c3cc(C(=O)NCCc4ccccc4)c(=N)n(Cc4ccco4)c3nc12,-30.9
O=C1CCCCCC1C1(O)C(=O)Nc2ccccc21 (stereo unspecified),-9.9
CCCOc1c(OC)cccc1C1CC(=O)Nc2cc(OC)c(OC)c(OC)c21 (stereo unspecified),-7.8
CC1(C)CC(=O)C2=C(C1)N(c1ccccc1)C(N)=C(C#N)C2c1cccnc1 (stereo unspecified),4.6
COc1ccc(-c2nnc(SC(=O)N3c4ccccc4Sc4ccccc43)o2)cc1,4.2
O=C(NCCSc1c(-c2ccccc2)[nH]c2ccccc12)C1CC1,-3.8
CC(=O)Nc1ccc(S(=O)(=O)NC(N)=O)cc1,-1.5
O=C1c2ccccc2C(=O)N1Cc1nc(-c2ccncc2)no1,5.0
O=C1C2CC=CCC2C(=O)N1c1cc([N+](=O)[O-])ccc1F (stereo unspecified),-7.4
Cc1sc2c(c1C)c(=O)n(-c1ccc(Cl)cc1)c(=O)n2CC(=O)NCc1ccco1,-11.7
Cc1cc(OCC(=O)Nc2ccc3c(c2)oc2ccccc23)cc(C)c1Cl,-3.0
Cc1ccc(NC(=O)CNC(=O)Cn2cnc3sc4c(c3c2=O)CCCC4)c(Br)c1,-1.7
CCCCCCOc1ccc(-c2ccc(C#N)cn2)cc1,-1.6
COc1ccc(OC)c(-n2cc3c(c2-c2ccccc2)c(=O)n(C)c(=O)n3C)c1,3.5
O=C(NCc1cccnc1)C1CCN(S(=O)(=O)N2CCC3(CC2)OCCO3)CC1,-0.5
Cc1c(NC(=O)c2ccccc2F)cccc1-c1nc2cc(Cl)ccc2o1,-220.5
Nc1cc([N+](=O)[O-])ccc1N1CCCCC1,-1.7
O=C(NCCC1=CCCCC1)c1cc(S(=O)(=O)N2CCCCC2)ccc1F,-4.1
O=C(Cc1c(C(=O)O)[nH]c2ccccc12)Nc1ccc(F)cc1,3.2
CCCOc1ccc(C2C(=O)N(C3CCCCC3)CC(=O)N2Cc2cccs2)cc1OC (stereo unspecified),3.2
CCCc1c(C)c2cc3c(-c4ccc(Cl)cc4)coc3cc2oc1=O,-8.5
O=c1[nH]c2ccc(S(=O)(=O)NCc3cccnc3)cc2[nH]1,-3.9
COc1cccc(Nc2ncccc2C(=O)O)c1,-9.4
CCOC(=O)c1c(NC(=O)c2ccco2)sc2c1CC(C)CC2 (stereo unspecified),9.9
